APJ agonist = APJ receptor agonism; P35414; CHO-K1 APJ PathHunter beta-arrestin, luminescence; 0% DMSO wells, 100% apelin; activation, % at 20 µM; 0.11% of 330,000 active;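 active = activation more than six SD over the plate average, tested at 20 µM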;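 also: 0% = DMSO alone and 100% = apelin-13 at 10 nM; some results filed as inactive read as strong as hits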
Target sequence (P35414 whole entry, looked up): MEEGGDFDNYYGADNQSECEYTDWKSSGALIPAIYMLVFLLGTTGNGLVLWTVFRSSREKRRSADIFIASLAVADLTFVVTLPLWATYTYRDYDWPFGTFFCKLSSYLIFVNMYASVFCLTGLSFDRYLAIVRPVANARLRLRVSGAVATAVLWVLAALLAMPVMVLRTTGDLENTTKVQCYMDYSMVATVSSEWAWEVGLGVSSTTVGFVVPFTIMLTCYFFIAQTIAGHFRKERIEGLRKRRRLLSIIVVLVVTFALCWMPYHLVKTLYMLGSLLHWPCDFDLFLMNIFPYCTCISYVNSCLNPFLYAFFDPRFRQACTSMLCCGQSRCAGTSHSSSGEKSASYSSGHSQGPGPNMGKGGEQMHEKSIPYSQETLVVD
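Test system: CHO-K1 APJ beta-arrestin complementation cell line. Amount: cell density 1000 per well. Controls: DMSO negative, 10 nM Apelin-13 positive. Signal: luminescent beta-gal fragment complementation, chemiluminescent substrate. Read-out basis: agonist-driven arrestin binding to APJ. Timing: compound stimulation 90 min at 25 °C, detection 60 min.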
UBC13 inh = inhibitors of human UBC13 polyubiquitin chain formation; TR-FRET; 0.47% of 330,000 active; inhibition, % at 20 µM; P61088; AID 485273; in the data active = inhibition above about 45%, passing the limit was not always enough
Target sequence (P61088 whole entry, looked up): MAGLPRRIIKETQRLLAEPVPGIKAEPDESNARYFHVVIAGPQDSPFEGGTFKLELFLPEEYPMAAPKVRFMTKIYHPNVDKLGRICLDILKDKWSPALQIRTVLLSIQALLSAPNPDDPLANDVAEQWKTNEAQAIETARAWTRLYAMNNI
APJ antagonist = APJ receptor antagonism; P35414; CHO-K1 APJ beta-arrestin complementation, luminescence; 0.32% of 330,000 active; inhibition, % at 20 µM; AID 2521;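 active = inhibition above about 40% at 20 µM, limit read from the data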;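 also: cells challenged with 10 nM apelin-13 agonist together with compound; plate controls were apelin-13 plus DMSO wells for no effect and DMSO wells lacking apelin-13 for full effect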
Gli-Sufu antag = Gli-Sufu pathway antagonism | Sufu-KO-LIGHT fibroblasts, Gli luciferase reporter luminescence | inhibition, % at 5 µM | 0.74% of 340,000 active | AID 588413;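 active = inhibition above about 55%, limit read from the data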;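 also: 0% = DMSO-treated cells and 100% = wells with medium but no cells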
CCR6 antagonist = antagonists of human CCR6 receptor; CHO-K1 CCR6 PathHunter beta-arrestin, luminescence, CCL20-stimulated; inhibition, % at 20 µM; 0.49% of 340,000 active; AID 493098;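 active = compounds whose inhibition of the agonist-driven luminescence signal at 20 µM reaches about 50%, limit read from the data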;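 also: cells stimulated with CCL20 at 14 nM final; plate controls were DMSO with CCL20 for no effect and DMSO without agonist for full effect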
ATG4B inhibitor = ATG4B (human) cysteine protease inhibition. ATG4B cleavage of LC3-PLA2, NBD-HPC fluorescence, 1 h. Q9Y4P1. inhibition, % at 8.33 µM. 0.51% of 340,000 active; in the data active = inhibition above about 40%
Target sequence (Q9Y4P1 whole entry, looked up): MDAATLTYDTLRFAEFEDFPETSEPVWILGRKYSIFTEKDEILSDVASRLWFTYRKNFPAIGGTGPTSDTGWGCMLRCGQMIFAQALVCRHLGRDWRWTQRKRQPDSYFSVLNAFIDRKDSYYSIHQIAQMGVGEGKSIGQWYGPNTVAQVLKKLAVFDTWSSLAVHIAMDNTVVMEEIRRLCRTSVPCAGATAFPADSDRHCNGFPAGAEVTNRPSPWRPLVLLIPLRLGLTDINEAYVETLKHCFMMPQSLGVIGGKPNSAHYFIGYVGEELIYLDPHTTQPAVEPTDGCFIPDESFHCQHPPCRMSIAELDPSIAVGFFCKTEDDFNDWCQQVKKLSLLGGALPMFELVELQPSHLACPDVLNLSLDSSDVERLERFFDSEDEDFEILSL
EBI2 antag = blocks human EBI2 receptor beta-arrestin signaling; EBI2 beta-arrestin recruitment, luminescence, 7a,25-OHC stimulated; 0.81% of 360,000 active; P32249; inhibition, % at 5 µM; AID 651636; in the data active = inhibition above about 38%;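 also: enzyme fragment complementation signal reports receptor beta-arrestin coupling in cells; 0% = agonist plus DMSO wells and 100% = wells without agonist; some results beyond the cut were filed as inactive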
CXCR6 block = inhibitors of human CXCR6 receptor. AID 602244. 0.36% of 360,000 active. O00574. CHO-K1 PathHunter CXCR6 beta-arrestin, luminescence. inhibition, % at 20 µM; in the data active = inhibition above about 34%, passing the limit was not always enough;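 also: antagonist mode with CXCL16 agonist at 10 nM final; 0% = 10 nM CXCL16 with DMSO and 100% = unstimulated wells without agonist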
* marks the source's active call; other numbers are inactive results; . = no result given.

| structure | APJ agonist | UBC13 inh | APJ antagonist | Gli-Sufu antag | CCR6 antagonist | ATG4B inhibitor | EBI2 antag | CXCR6 block |
| --- | --- | --- | --- | --- | --- | --- | --- | --- |
| O=C(Cc1ccc(F)cc1)N1CCC(CC2CC(c3cccc(Br)c3)=NO2)(C(=O)NCC2CCCCC2)CC1 (configuration not stated) | 4 | -16 | 7 | 15 | 4 | -8 | 17 | 20 |
| COc1cc(C(=O)OCCc2c(C)nc3nc[nH]n3c2=O)cc(OC)c1OC | -3 | -5 | -17 | -13 | 0 | -9 | 1 | -1 |
| CCCNC(=O)C1CC(c2cccc(F)c2)=NO1 (configuration not stated) | -3 | 5 | 9 | -9 | 1 | 6 | 0 | -5 |
| O=C(O)c1ccc(/C=C/C(=O)c2ccc3c(c2)OCCCO3)cc1 | -3 | 5 | -2 | -101 | 9 | -4 | 2 | 5 |
| Cc1ccc(CCNC(=O)C2CC(c3cccc(F)c3)=NO2)cc1 (configuration not stated) | 5 | 2 | -1 | -13 | 8 | -5 | 6 | 6 |
| C=CCN(CC=C)C(=O)c1c(OC)cccc1OC | -3 | -2 | 6 | -3 | 2 | 2 | -7 | 2 |
| NC(=S)N=Nc1c(O)[nH]c2c(Cl)cc(Cl)cc12 | . | . | . | 0 | 49 | -6 | 1 | 20 |
| COCCn1nnnc1C(c1ccccn1)N1CCN(c2cccc(C)c2C)CC1 (configuration not stated) | -4 | -5 | 4 | -22 | -3 | 1 | 11 | 1 |
| Cc1cc(NC(=O)c2cccs2)ncc1NC(=O)C(C)C | -2 | 2 | 11 | -27 | 1 | -1 | 1 | -9 |
| CC1(C)CC(n2c(NCCO)nc3c(c2=O)C2(CCCC2)Cc2ccccc2-3)CCO1 (configuration not stated) | 1 | 13 | 11 | -7 | 5 | -5 | 13 | -4 |
| CN1CCN(CCCNC(=O)c2ccc3c(Cl)c4c(nc3c2)CCCC4)CC1 | -2 | 2 | 37 | 23 | 15 | 6 | 2 | 3 |
| COc1ccc(C2=NOC(C(=O)NCc3ccccn3)C2)cc1 (configuration not stated) | -2 | 8 | -5 | 12 | -11 | -5 | -4 | -10 |
| CN(c1ccccc1)S(=O)(=O)c1ccc(NC(=O)CC(=O)c2ccccc2)cc1 | . | . | . | -3 | 31 | 9 | 6 | 6 |
| O=C(O)C1CCCCC1C(=O)NCCCN1CCOCC1 (configuration not stated) | -1 | -7 | 13 | 4 | -7 | -8 | 2 | -28 |
| Cc1nc([N+](=O)[O-])c(Br)n1CC(=O)c1ccc(Br)cc1 | -1 | -7 | 0 | 5 | 17 | 3 | 29 | 24 |
| CC1=NN(c2ccc(C)c(C)c2)C(=O)/C1=C/c1ccc2c(c1)n(C)c(=O)n2C | -1 | -26 | 18 | 13 | 8 | 5 | 20 | -1 |
| CCn1cc(S(=O)(=O)CC(=O)Nc2cc(C)on2)c2ccccc21 | 1 | -4 | 17 | 3 | -3 | -8 | -11 | -7 |
| COc1ccc(Cl)cc1NC(=S)N1CCN(c2ccccn2)CC1 | 0 | 4 | 7 | 24 | -24 | 5 | 3 | -2 |
| Cc1cc(Cl)ccc1OCC(=O)NNC(=O)c1cccs1 | -1 | -3 | 4 | 2 | -11 | 3 | 4 | -7 |
| CCOC(=O)C1CCCN(C(=O)CCCOc2cc(=O)n(C)c3ccccc23)C1 (configuration not stated) | -1 | -3 | -6 | 6 | 7 | -5 | 4 | 1 |
| Cc1ccc(/C=C/S(=O)(=O)NCC(=O)O)cc1 | -2 | 3 | -11 | -2 | -12 | -8 | -2 | 1 |
| CS(=O)(=O)Cc1cc(N2CCCC2)nc(-c2ccccc2)n1 | -5 | 9 | -11 | 5 | 2 | -5 | -1 | 3 |
| CCCC(=O)NC(c1ccc2c(c1)OCO2)c1cc(Cl)c2cccnc2c1O (configuration not stated) | -5 | -11 | 9 | 32 | 42 | 3 | 17 | 10 |
| CCCCN1C(=O)C(=O)N(CC(=O)Nc2ccc(C(N)=O)cc2)C1=O | -3 | 15 | -1 | -6 | 3 | 6 | 0 | 0 |
| O=C(Cn1nc(Cc2ccncc2)c2ccccc2c1=O)N1CCc2ccccc2C1 | -2 | -2 | 11 | 13 | 11 | 27 | 4 | -6 |
| COc1nc(C)ccc1-c1noc(-c2ccccn2)n1 | -3 | 13 | 6 | -38 | -3 | 3 | -10 | 10 |
| c1cn(-c2ncnc3sc4c(c23)CCCC4)cn1 | -3 | 5 | 14 | 3 | -10 | 2 | 1 | 3 |
| CCCCCCOC(=O)c1ccc(NC(=O)c2cc(OC)c(OC)c(OC)c2Br)cc1 | -5 | -14 | 1 | 4 | 3 | 8 | 34 | 12 |
| CCN(CCn1cccn1)C(=O)CCc1nnc(-c2ccc3c(c2)OCO3)o1 | 3 | 0 | 23 | -12 | 11 | -1 | -5 | -2 |
| Cc1cccc(-n2nnc(C(=O)NCc3ccccc3Cl)c2N)c1 | 0 | -2 | 0 | -33 | 19 | 17 | 3 | -2 |
| Cc1ccc(N(C(=O)Cn2nnc(-c3ccc(F)cc3)n2)C(C(=O)NC(C)(C)C)c2ccncc2)cc1 (configuration not stated) | -2 | 5 | 13 | 5 | 12 | -9 | -2 | 6 |
| CCOC(=O)c1ccc(NC(=O)c2nc[nH]c2C(=O)N2CCN(c3ccccc3)CC2)cc1 | 29 | -3 | -118 | 27 | -19 | -7 | 1 | -17 |
| COc1ccc(C(=O)N/N=C(\C)CC(=O)NC2CCCCC2)c(OC)c1 | -3 | -4 | 6 | -22 | 2 | -4 | 8 | -4 |
| O=C(Nc1c[nH]c(=O)[nH]c1=O)c1ccccc1Br | -4 | -4 | 17 | -6 | 0 | -6 | 0 | 0 |
| COC(=O)c1cn(Cc2cc(OC)ccc2OC)cc(F)c1=O | 0 | 1 | -13 | 5 | -2 | 0 | -15 | 3 |
| CCS(=O)(=O)NCc1csc(-c2ccccc2)n1 | 1 | -7 | -11 | -9 | 1 | -20 | 5 | -11 |
| O=C(NCC1CCCO1)c1onc(CSc2ccc(F)c(F)c2)c1C(=O)O (configuration not stated) | 1 | -4 | 6 | 0 | 7 | -10 | 0 | -3 |
| C=CCNc1nc(C(=O)OCC(=O)c2ccc(F)cc2)cs1 | -2 | -3 | -7 | -7 | -5 | 8 | -3 | 5 |
| Nc1ccc(O)c2c1C(=O)c1ccccc1C2=O | -6 | -220 | -51 | -10 | 33 | -15 | -5 | 19 |
| COc1ccccc1C(CNC(=O)c1cccc(S(=O)(=O)NCc2ccccc2)c1)N(C)C (configuration not stated) | -4 | 11 | -55 | 13 | 4 | -9 | -11 | -7 |
| CC(C)(C)C(=O)Cn1c[n+](N)cn1 | -2 | -4 | -1 | 0 | 2 | 2 | 2 | 4 |
| O=C1[C@H]2[C@@H](c3ccc(F)cc3)N3C(=O)N(c4ccc(Br)cc4)C(=O)[C@@]3(Cc3ccccc3)[C@H]2C(=O)N1C1CCCCC1 | 5 | -65 | 8 | -11 | 1 | -1 | -4 | -1 |
| CCN(C(=O)CN(C)Cc1c(F)cccc1Cl)c1c(N)n(Cc2ccccc2)c(=O)[nH]c1=O | 4 | -13 | -17 | 1 | 16 | -1 | -8 | -12 |
| O=C(C1Cc2ccccc2CN1C(=O)c1ccco1)N1CCN(c2ccccc2)CC1 (configuration not stated) | -7 | -7 | 27 | 1 | 27 | 8 | 3 | 18 |
| COc1ccc(CNS(=O)(=O)c2ccc(N3CCCC3)cc2Br)cc1 | . | . | . | 12 | 20 | . | -2 | -2 |
| C=CCn1c(SCC(=O)Nc2nnc(CC)s2)nnc1-c1cccnc1 | -5 | 4 | 9 | 4 | -22 | 1 | -10 | -1 |
| COC(=O)CN1C(=O)CC(C)(C)S(=O)c2ccccc21 (configuration not stated) | 0 | 1 | 16 | -1 | 15 | -6 | 1 | 1 |
| O=C(Nc1ccccc1)C1=C[C@@H](c2ccccc2)C[C@@H](OCc2ccc(CO)cc2)O1 | 2 | 2 | 16 | 26 | 13 | -3 | 8 | 9 |

Record cards, as listed above. Screens in order: APJ agonist	UBC13 inh	APJ antagonist	Gli-Sufu antag	CCR6 antagonist	ATG4B inhibitor	EBI2 antag	CXCR6 block
O=C(C1Cc2ccccc2CN1C(=O)c1ccco1)N1CCN(c2ccccc2)CC1 (configuration not stated) is entered as -7	-7	27	1	27	8	3	18
COc1ccc(CNS(=O)(=O)c2ccc(N3CCCC3)cc2Br)cc1 is entered as .	.	.	12	20	.	-2	-2
O=C1[C@H]2[C@@H](c3ccc(F)cc3)N3C(=O)N(c4ccc(Br)cc4)C(=O)[C@@]3(Cc3ccccc3)[C@H]2C(=O)N1C1CCCCC1 is entered as 5	-65	8	-11	1	-1	-4	-1

Additional compounds.
| structure | APJ agonist | UBC13 inh | APJ antagonist | Gli-Sufu antag | CCR6 antagonist | ATG4B inhibitor | EBI2 antag | CXCR6 block |
| --- | --- | --- | --- | --- | --- | --- | --- | --- |
| CCc1noc(C)c1C(=O)OCC(=O)Nc1ccc2c(c1)OCO2 | -2 | 0 | 4 | -1 | 7 | -6 | -14 | -4 |
| N#Cc1c(-c2ccccc2)cc(C2CC2)nc1SCC(=O)O | 1 | -16 | -8 | -2 | 0 | -9 | -5 | -5 |
| Cc1nn(CC(=O)O)c2ccccc12 | -1 | -7 | -8 | 5 | -7 | -18 | -13 | 4 |
| CC1=CS(=O)(=O)CC1Sc1nc(C)n[nH]1 (configuration not stated) | -1 | -2 | 11 | -14 | -2 | -8 | -10 | 5 |
| CCOC(=O)c1ccc(-c2c(-c3ccccc3OC)oc3ccccc23)cc1F | -3 | 28 | 11 | -1 | 20 | -2 | 0 | -5 |
| CC(=O)Nc1ccc(S(=O)(=O)NC2CC2)cc1 | 1 | 4 | -14 | 1 | 2 | 3 | 6 | -4 |
| COC(=O)CNC(=O)c1ccc(OC2CCN(C(=O)C3CC3)CC2)cc1 | -1 | 3 | 9 | -29 | 1 | -16 | 7 | -3 |
| COC(=O)/C(C#N)=C/c1c(N2CCCCCC2)nc2c(C)cccn2c1=O | -1 | 5 | 4 | 5 | 19 | 16 | 12 | 10 |
| CCCCOC(=O)c1ccc(NC(=S)NC(=O)c2c(Cl)cnn2CC)cc1 | -1 | 9 | 28 | 1 | 20 | -9 | -2 | 11 |
| CCC(=O)N1CCN(c2ccc(NC(=S)NC(=O)c3ccc(OC)c([N+](=O)[O-])c3)cc2)CC1 | -5 | 2 | 21 | 14 | 43 | -23 | 19 | 23 |
| COC(=O)c1ccc(C)c(NC(=O)C2COc3ccccc3O2)c1 (configuration not stated) | 0 | 3 | -13 | 6 | 8 | -12 | 4 | 8 |
| NC(=O)C1CCN(S(=O)(=O)Cc2ccccc2Cl)CC1 | -4 | 5 | -19 | -16 | -6 | -2 | 5 | 4 |
| O=C(NCCC1=CCCCC1)C(=O)NCc1ccccc1Cl | -3 | 5 | -22 | -12 | 6 | -1 | -4 | 3 |
| CC(=O)Nc1ccc(S(=O)(=O)Nc2nc3ccccc3nc2Cl)cc1 | -4 | 0 | 13 | 12 | 2 | 8 | -7 | 12 |
| CC(C)CNS(=O)(=O)c1ccc(CCC(=O)NC2CCCC2)cc1 | -4 | 4 | 4 | 1 | 3 | 5 | 0 | -1 |
| CCO/N=C/C(=O)Nc1ccc(F)cc1F | -5 | 5 | 4 | -6 | 14 | -2 | -10 | -6 |
| COc1cc(S(=O)(=O)N2CCC(O)(c3cccc(C(F)(F)F)c3)CC2)ccc1-n1cnnn1 | 1 | 3 | 7 | 11 | 15 | -25 | 2 | -1 |
| COc1ccc(-c2cn(CCC(=O)O)c(-c3ccc(Cl)nc3)n2)cc1 | -3 | -4 | -48 | 2 | -3 | -9 | 2 | 7 |
| CCOCCN(C(=O)c1ccccc1Cl)c1ccccc1 | -1 | 6 | 10 | 6 | 4 | -2 | -3 | 1 |
| CO/N=C/NC(=O)C1=NOC(CNc2ncc(C(F)(F)F)cc2Cl)C1 (configuration not stated) | -3 | -2 | -15 | 24 | 18 | -10 | -1 | -6 |
| Cc1ccc(NC(=O)CN(C)C2CCCCC2)cc1Cl | -3 | 2 | -8 | 22 | 12 | 5 | 9 | -9 |

Compound activity deposited in PubChem by Sanford-Burnham Center for Chemical Genomics.
